p-CIP stab down – p/CIP-EGFP fusion destabilizers, primary screen, fluorescence, F442A cells; Q05BA5; 16 h; decrease of EGFP signal, % at 10 µM; hit rate 0.01% among 290,000; AID 1984, 2009;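 active = EGFP signal decrease of at least 30% at 10 µM or well 3 SD below plate mean, unless failing retest; inactive = the rest, including hits failing retest or dose response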; also: some compounds called inactive have numbers as strong as hits; many of its hits are not listed in these tables
MEKK3 PB1 HTS – modulators of MEKK3-MEK5 PB1 binding, primary screen, biochemical, wildtype MEKK3, multiplex bead flow cytometry, Alexa488-MEK5; Mitogen-activated protein kinase kinase kinase 3 (Homo sapiens), Q99759; AID 1529, 2009; binding response (% of control), % at 10 µM; hit rate 1.4% among 290,000; bead-based flow cytometry, Alexa488-MEK5 binding to MEKK3; actives lie on both sides; 0 = blocked by unlabeled MEK5, 100 = vehicle;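 active = binding response more than 3 SD above or below the average of its plate-row segment, actives on both sides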;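 also: Alexa488 bead fluorescence after subtracting the streptavidin-only scavenger bead signal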
PHOSPHO1 inh – PubChem AID 1565 | Phosphoethanolamine/phosphocholine phosphatase (Homo sapiens), Q8TCT1 | recombinant PHOSPHO1, absorbance phosphatase assay | hit rate 1.1% among 290,000 | inhibition, % at 13.3 µM; in the data active = inhibition above about 60%
Target sequence (Q8TCT1 whole entry, looked up): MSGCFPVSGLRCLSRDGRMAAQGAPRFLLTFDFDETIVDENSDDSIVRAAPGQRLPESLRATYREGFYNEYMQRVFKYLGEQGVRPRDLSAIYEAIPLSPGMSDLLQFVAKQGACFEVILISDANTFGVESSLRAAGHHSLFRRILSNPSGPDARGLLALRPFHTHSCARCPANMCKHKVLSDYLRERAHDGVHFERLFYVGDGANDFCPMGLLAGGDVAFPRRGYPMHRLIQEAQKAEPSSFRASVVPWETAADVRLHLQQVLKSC
CRFBP-R2 agonist – agonists of CRF-BP/CRF-R2 complex, primary screen, cell-based, HEK293, calcium dye fluorescence, uHTS. CRF-binding protein / CRF receptor 2 complex (human). calcium dye fluorescence (FLIPR); percent of saturating CRF peptide response. activation, % at 13.2 µM. hit rate 0.46% among 350,000. AID 588473, 2011;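 active = activation of at least 50%, plus an integration ratio under a set limit after plate pattern correction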;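 also: plate controls were neutral control wells without compound for no effect and CRF at EC100 for full effect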
IDE cell inh – human IDE inhibitors in live cells, primary screen, fluorescence polarization, HEK cells, FAbetaB substrate; Insulin-degrading enzyme (Homo sapiens), P14735; FAbetaB cleavage; inhibition, % at 5.59 µM; hit rate 0.41% among 320,000; AID 434962, 2010;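 active = percent inhibition above the average of all tested compounds plus 3 SD, set per screening campaign, cut at about 16% in these data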;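 also: IDE supplied by intact live HEK cells; FP after avidin binding of uncleaved biotin substrate so inhibition keeps polarization high; 0% = DMSO wells and 100% = 60 µM reference IDE inhibitor Ii1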
IDE act – human IDE activators in live cells, primary screen, fluorescence polarization, HEK cells, FAbeta-B substrate. hit rate 0.073% among 340,000. activation, % at 5.96 µM. Insulin-degrading enzyme (Homo sapiens), P14735. AID 493087, 2011. FAbeta-B cleavage; 0% vehicle, 100% cell-free pure enzyme wells;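 active = activation above the mean of all tested compounds plus 3 SD, set per screening campaign, cut at about 17% in these data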
GalR3 antag – GalR3 antagonists in HEK293 cells, primary screen, cell-based, fluorescence readout; Galanin receptor type 3 (Homo sapiens), O60755; HEK293 GalR3-CNG cAMP membrane potential fluorescence; galR3 body fused to GalR1 C-terminus; inhibition, % at 3 µM; hit rate 0.44% among 360,000; AID 651719, 2012;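 active = inhibition above the screen-wide average plus 3 SD, cut at about 13% in these data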;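 also: forskolin and galanin both at EC90 stimulate the cells; cAMP rise reported by CNG channel membrane potential dye signal; 0% = forskolin plus galanin with DMSO and 100% = forskolin alone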
Target sequence (O60755 1-299 limits assumed): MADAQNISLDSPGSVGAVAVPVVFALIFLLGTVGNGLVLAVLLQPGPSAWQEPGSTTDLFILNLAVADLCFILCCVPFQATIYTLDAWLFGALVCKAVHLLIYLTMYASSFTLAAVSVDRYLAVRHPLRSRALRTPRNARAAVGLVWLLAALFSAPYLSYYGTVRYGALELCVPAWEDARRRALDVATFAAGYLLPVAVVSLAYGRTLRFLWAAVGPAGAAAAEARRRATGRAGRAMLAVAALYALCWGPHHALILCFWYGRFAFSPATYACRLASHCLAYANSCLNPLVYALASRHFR
CRFR2-BP antag – antagonists of CRF-BP/CRF-R2 complex, primary screen, cell-based, HEK293, calcium dye fluorescence, uHTS | CRF-induced calcium fluorescence | AID 588475, 2011 | inhibition, % at 11.8 µM | hit rate 0.59% among 350,000;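 active = inhibition of the ligand-induced calcium signal above about 50% at the single tested concentration, limit read from the data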
M4 PAM – human M4 muscarinic receptor positive allosteric modulators, primary screen, CHO-K1 cells, Fluo-8 calcium fluorescence; CHO-K1 hM4/Gqi5, ACh EC20; 0% = ACh EC20, 100% = maximal ACh; activation, % at 3 µM; hit rate 0.4% among 360,000; AID 624126, 2012;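 active = activation above its plate's cutoff, the mean activation of sample wells plus 3 SD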; also: some results filed as inactive read as strong as hits
Target sequence (P08173 whole entry, looked up): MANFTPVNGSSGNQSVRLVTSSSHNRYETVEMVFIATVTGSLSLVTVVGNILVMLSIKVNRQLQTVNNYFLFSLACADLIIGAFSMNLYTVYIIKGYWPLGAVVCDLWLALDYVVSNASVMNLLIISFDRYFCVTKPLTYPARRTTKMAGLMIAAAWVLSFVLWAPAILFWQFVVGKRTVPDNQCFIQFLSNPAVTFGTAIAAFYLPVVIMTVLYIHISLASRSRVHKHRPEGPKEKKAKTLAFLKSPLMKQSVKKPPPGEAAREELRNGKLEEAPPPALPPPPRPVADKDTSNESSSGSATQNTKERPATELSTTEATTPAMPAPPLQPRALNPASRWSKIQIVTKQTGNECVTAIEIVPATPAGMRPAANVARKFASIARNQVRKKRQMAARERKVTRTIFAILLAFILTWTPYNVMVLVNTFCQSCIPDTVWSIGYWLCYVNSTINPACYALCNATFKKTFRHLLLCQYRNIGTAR
Active calls of the source: *. Not a hit list; any-hit rate near 4.2%.

What do the screens show for `O=C(Oc1cccnc1)c1ccccc1[N+](=O)[O-]`?
p-CIP stab down: -6; MEKK3 PB1 HTS: 110; PHOSPHO1 inh: 2; CRFBP-R2 agonist: 0.7; IDE cell inh: 3; IDE act: -2; GalR3 antag: -7; CRFR2-BP antag: 12; M4 PAM: -1

Results for Cc1ccc(C)c(N(CC(=O)NC2CCCCC2)C(=O)c2snc(C(N)=O)c2N)c1 ?
p-CIP stab down: 2; MEKK3 PB1 HTS: 102; PHOSPHO1 inh: 44; CRFBP-R2 agonist: 0.3; IDE cell inh: -4; IDE act: -1; GalR3 antag: -6; CRFR2-BP antag: -10; M4 PAM: -1

What do the screens show for `CCOc1ccc(N(CC(=O)N/N=C/c2ccc(OC(C)C)cc2)S(C)(=O)=O)cc1`?
p-CIP stab down: -5; MEKK3 PB1 HTS: 103; PHOSPHO1 inh: -12; CRFBP-R2 agonist: -0.4; IDE cell inh: 5; IDE act: 2; GalR3 antag: -5; CRFR2-BP antag: 4; M4 PAM: 2

Results for CS(=O)(=O)N1CCc2ccc(NC(=O)C3CCCO3)cc2C1 (configuration not stated) ?
p-CIP stab down: -15; MEKK3 PB1 HTS: 106; PHOSPHO1 inh: 18; CRFBP-R2 agonist: -0.4; IDE cell inh: 2; IDE act: 2; GalR3 antag: -1; CRFR2-BP antag: 5; M4 PAM: 3

Results for CCN(CC)CCN1C(=O)C(=O)/C(=C(/O)c2ccc(S(=O)(=O)N3CCOCC3)cc2)C1c1ccc(Cl)cc1 (configuration not stated) ?
p-CIP stab down: -2; MEKK3 PB1 HTS: 101; PHOSPHO1 inh: 18; CRFBP-R2 agonist: 0.1; IDE cell inh: 1; IDE act: 0; GalR3 antag: -9; CRFR2-BP antag: -13; M4 PAM: 3

Results for Cc1ccc(-n2c(C)nnc2SCC(=O)NC2CCCC2)cc1 ?
p-CIP stab down: -6; MEKK3 PB1 HTS: 105; CRFBP-R2 agonist: 0.8; IDE cell inh: 0; IDE act: 2; GalR3 antag: -2; CRFR2-BP antag: -2; M4 PAM: 9

How did CC(C)(CN1CCN(Cc2ccccc2)CC1)NS(=O)(=O)c1ccccc1 do in these assays?
p-CIP stab down: -4; MEKK3 PB1 HTS: 109; PHOSPHO1 inh: 32; CRFBP-R2 agonist: 3.1; IDE cell inh: 6; IDE act: 3; GalR3 antag: 0; CRFR2-BP antag: 2; M4 PAM: -8

How did Cc1occc1C(=O)NN1C(=O)C2C3CCC(O3)C2C1=O (configuration not stated) do in these assays?
p-CIP stab down: 8; MEKK3 PB1 HTS: 98; PHOSPHO1 inh: -9; CRFBP-R2 agonist: -0.1; IDE cell inh: -3; IDE act: 8; GalR3 antag: 1; CRFR2-BP antag: 22; M4 PAM: 12

How did CC(=O)Sc1nc(-c2ccccc2)[nH]c1S(=O)(=O)c1ccc(C)cc1 do in these assays?
p-CIP stab down: -9; MEKK3 PB1 HTS: 109; PHOSPHO1 inh: 29; CRFBP-R2 agonist: 0.0; IDE cell inh: 17*; CRFR2-BP antag: 3

How did CCCCSc1nc2c(cnn2-c2ccc(C)c(C)c2)c(=O)[nH]1 do in these assays?
p-CIP stab down: -1; MEKK3 PB1 HTS: 113; PHOSPHO1 inh: 5; CRFBP-R2 agonist: 1.3; IDE cell inh: -5; IDE act: 9; GalR3 antag: 5; CRFR2-BP antag: -31; M4 PAM: -2

What do the screens show for `Cc1ccc(C)c(S(=O)(=O)Nc2ccc(C(=O)N3CCCCC3)cc2)c1`?
p-CIP stab down: 1; MEKK3 PB1 HTS: 101; PHOSPHO1 inh: 18; CRFBP-R2 agonist: -2.9; IDE cell inh: -3; IDE act: 2; GalR3 antag: -3; CRFR2-BP antag: 5; M4 PAM: 7

Results for O=C(Cc1ccccc1)NCC(=O)Nc1ccccc1Br ?
p-CIP stab down: -8; MEKK3 PB1 HTS: 101; PHOSPHO1 inh: -10; CRFBP-R2 agonist: -1.4; IDE cell inh: -3; IDE act: 1; GalR3 antag: -9; CRFR2-BP antag: -1; M4 PAM: -3

How did O=C(COC(=O)CN1C(=O)c2ccccc2C1=O)Nc1ncc(Cl)cc1Cl do in these assays?
p-CIP stab down: 0; PHOSPHO1 inh: 12; CRFBP-R2 agonist: 0.2; IDE cell inh: -1; IDE act: -2; GalR3 antag: -2; CRFR2-BP antag: 16; M4 PAM: 0

How did COc1ccc(C=NCCc2ccc(OC)c(OC)c2)cc1OC do in these assays?
CRFBP-R2 agonist: -0.3; GalR3 antag: 3; CRFR2-BP antag: -3; M4 PAM: 7

How did N#Cc1c(N)nc(N)nc1Nc1ccc(Br)cc1 do in these assays?
p-CIP stab down: -9; MEKK3 PB1 HTS: 89; PHOSPHO1 inh: 46; CRFBP-R2 agonist: 9.7; IDE cell inh: -1; IDE act: 4; GalR3 antag: -11; CRFR2-BP antag: -20; M4 PAM: 2

How did CCC(=O)Nc1ccc(NC(=O)CSc2nnc(-c3ccc(O)cc3)n2CC2CCCO2)cc1 (configuration not stated) do in these assays?
p-CIP stab down: 1; MEKK3 PB1 HTS: 89; PHOSPHO1 inh: 2; CRFBP-R2 agonist: 1.2; IDE cell inh: 1; IDE act: 7; GalR3 antag: 4; CRFR2-BP antag: 16; M4 PAM: 6

What do the screens show for `COc1cc(-c2n[nH]c(=S)n2-c2ccc(C)cc2)cc(OC)c1OC`?
p-CIP stab down: 0; MEKK3 PB1 HTS: 103; PHOSPHO1 inh: -34; CRFBP-R2 agonist: -1.2; IDE cell inh: 7; IDE act: 2; GalR3 antag: -3; CRFR2-BP antag: -6; M4 PAM: 2

Results for CCC1(CC)NC(=O)N(CC(=O)Nc2sc3c(c2C(N)=O)CCC3)C1=O ?
p-CIP stab down: -14; MEKK3 PB1 HTS: 96; PHOSPHO1 inh: 20; CRFBP-R2 agonist: 0.5; IDE cell inh: 4; IDE act: 5; GalR3 antag: 5; CRFR2-BP antag: -6; M4 PAM: 9

What do the screens show for `O=C(O)/C=C/C(=O)Nc1ccc(Cl)cc1C(=O)c1ccccc1`?
p-CIP stab down: 5; MEKK3 PB1 HTS: 98; PHOSPHO1 inh: 16; CRFBP-R2 agonist: -0.7; IDE cell inh: 4; IDE act: 4; GalR3 antag: 0; CRFR2-BP antag: -6; M4 PAM: -2

Results for CC(C)N(Cc1nc(COc2ccccc2)no1)Cc1nccn1C ?
p-CIP stab down: -16; MEKK3 PB1 HTS: 100; PHOSPHO1 inh: 57; CRFBP-R2 agonist: 1.7; IDE cell inh: 5; IDE act: 10; GalR3 antag: -6; CRFR2-BP antag: -2; M4 PAM: -12

Results for COc1cccc(-c2cccc(NC(=O)C3CCN(Cc4ccc(C)o4)CC3)c2)c1 ?
p-CIP stab down: -14; MEKK3 PB1 HTS: 103; PHOSPHO1 inh: 26; CRFBP-R2 agonist: 1.9; IDE cell inh: 0; IDE act: 5; GalR3 antag: -6; CRFR2-BP antag: -5; M4 PAM: -5

What do the screens show for `CC(C)NC(=O)C1CCCN(S(=O)(=O)c2cccs2)C1` (configuration not stated)?
p-CIP stab down: -43; MEKK3 PB1 HTS: 100; PHOSPHO1 inh: 35; CRFBP-R2 agonist: 1.9; IDE cell inh: 0; IDE act: 5; GalR3 antag: -1; CRFR2-BP antag: -3; M4 PAM: 3

Results for Cc1cc(Cl)c2oc(C(=O)N3CCN(c4cccc(C)n4)CC3)c(C)c2c1 ?
p-CIP stab down: -2; MEKK3 PB1 HTS: 103; PHOSPHO1 inh: 8; CRFBP-R2 agonist: 0.8; IDE cell inh: 6; IDE act: 4; GalR3 antag: -9; CRFR2-BP antag: 1; M4 PAM: 3

What do the screens show for `COc1ccccc1OCC(=O)Nc1nonc1NC(=O)COc1ccccc1OC`?
p-CIP stab down: -17; MEKK3 PB1 HTS: 102; PHOSPHO1 inh: 0; CRFBP-R2 agonist: 4.0; IDE cell inh: 0; IDE act: 4; GalR3 antag: 2; CRFR2-BP antag: -14; M4 PAM: -1

How did CCCNC(=O)c1[nH]c(C)c(C(=O)OCC)c1C do in these assays?
p-CIP stab down: -3; MEKK3 PB1 HTS: 102; PHOSPHO1 inh: -11; IDE cell inh: 2

What do the screens show for `CCC1=NN(C(=O)c2ccc(Cl)cc2)C(O)(c2ccccc2)C1` (configuration not stated)?
p-CIP stab down: -5; MEKK3 PB1 HTS: 101; PHOSPHO1 inh: 24; CRFBP-R2 agonist: 0.5; IDE cell inh: 2; IDE act: 3; GalR3 antag: -7; CRFR2-BP antag: 4; M4 PAM: -4

Results for COc1ccccc1CN(Cc1cc2cc(C)ccc2[nH]c1=O)Cc1nnnn1Cc1ccco1 ?
p-CIP stab down: -11; MEKK3 PB1 HTS: 101; PHOSPHO1 inh: 3; CRFBP-R2 agonist: 0.3; IDE cell inh: 9; IDE act: 5; GalR3 antag: -8; CRFR2-BP antag: 6; M4 PAM: -5

What do the screens show for `O=C1/C(=C/c2coc3ccc(O)cc3c2=O)SC(=S)N1c1ccccc1`?
p-CIP stab down: 8; MEKK3 PB1 HTS: 96; PHOSPHO1 inh: 35; CRFBP-R2 agonist: 5.5; IDE cell inh: -4; IDE act: -8; GalR3 antag: 5; CRFR2-BP antag: 10; M4 PAM: -9

What do the screens show for `COc1ccc(NC(=O)C(NS(=O)(=O)c2cccs2)C(C)C)cc1Cl` (configuration not stated)?
p-CIP stab down: -6; MEKK3 PB1 HTS: 102; PHOSPHO1 inh: 37; CRFBP-R2 agonist: -1.2; IDE cell inh: 6; IDE act: 1; GalR3 antag: -8; CRFR2-BP antag: 1; M4 PAM: -2

Results for CCOC(=O)c1ccc(NC(=O)COc2cc3oc(=O)c(CC(C)O)c(C)c3cc2Cl)cc1 (configuration not stated) ?
p-CIP stab down: -5; MEKK3 PB1 HTS: 102; PHOSPHO1 inh: 5; CRFBP-R2 agonist: 0.2; IDE cell inh: 3; IDE act: 1; GalR3 antag: 1; CRFR2-BP antag: 1; M4 PAM: 14

Reprinted at random: 2 records from the list, in no set order.
What do the screens show for `O=C(O)/C=C/C(=O)Nc1ccc(Cl)cc1C(=O)c1ccccc1`?
p-CIP stab down: 5; MEKK3 PB1 HTS: 98; PHOSPHO1 inh: 16; CRFBP-R2 agonist: -0.7; IDE cell inh: 4; IDE act: 4; GalR3 antag: 0; CRFR2-BP antag: -6; M4 PAM: -2

What do the screens show for `CC(C)NC(=O)C1CCCN(S(=O)(=O)c2cccs2)C1` (configuration not stated)?
p-CIP stab down: -43; MEKK3 PB1 HTS: 100; PHOSPHO1 inh: 35; CRFBP-R2 agonist: 1.9; IDE cell inh: 0; IDE act: 5; GalR3 antag: -1; CRFR2-BP antag: -3; M4 PAM: 3

Assay outcomes as filed in PubChem.
